Screens from PubChem.
HCV inhibitor – HCV inhibition. 3.4% of 340,000 active. AID 651820. Potency, µM (doses to about 41.8 µM), for the others: at the highest dose activity change, negative = inhibition, hits mostly inhibitors. Huh7.5.1 HCVcc-Cre infection, luciferase reporter, 44 h; also: potency is read from the fitted curve at half-maximal effect
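Antiviral activity was scored by luciferase reporter output from cells infected with HCVcc-Cre (~0.5 moi) in presence of compound, 44 h infection period, cells seeded 1,000/well 4 h prior.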
AmpC no deterg – blocks E. coli AmpC beta-lactamase in detergent-free assay | P00811 | AmpC nitrocefin hydrolysis, absorbance 480 nm, 0.0001% Triton | Potency, µM (titrated, usually from 57.1 µM), inactives show at the top dose activity change, negative = inhibition, usual class: inhibitors | 0.52% of 330,000 active | AID 485341;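 also: potency is read from the fitted curve at half-maximal effect; plate controls were no compound for no effect and no enzyme for full effect; nearly all actives have a fitted effect of over 20% in size; some results filed as inactive show a strong effect at the top dose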
Target sequence (P00811 whole entry, looked up): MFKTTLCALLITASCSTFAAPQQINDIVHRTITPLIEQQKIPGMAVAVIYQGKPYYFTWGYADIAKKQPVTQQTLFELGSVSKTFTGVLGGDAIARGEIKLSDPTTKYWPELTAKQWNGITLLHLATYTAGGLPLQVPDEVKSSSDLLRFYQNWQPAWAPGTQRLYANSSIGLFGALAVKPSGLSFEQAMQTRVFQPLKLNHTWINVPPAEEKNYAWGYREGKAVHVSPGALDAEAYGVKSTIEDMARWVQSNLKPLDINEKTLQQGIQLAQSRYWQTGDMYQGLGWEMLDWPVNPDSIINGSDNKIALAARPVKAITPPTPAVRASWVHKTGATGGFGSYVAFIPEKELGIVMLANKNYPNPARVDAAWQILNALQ
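AmpC (5.3 nM in the dispensed reagent) in 20 mM phosphate pH 7.0 with 0.01% (detergent screen) or 0.0001% Triton X-100 was preincubated with compounds for 15 min at room temperature. Nitrocefin was then added from an 800 uM solution, and hydrolysis was followed at 480 nm.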
AmpC inh detg – blocks E. coli AmpC beta-lactamase in detergent assay. P00811. Potency, µM (highest dose often 114 µM), for the others: top-dose activity change, negative = inhibition, usual class: inhibitors. AmpC hydrolysis of nitrocefin, absorbance 480 nm, 0.01% Triton. 0.041% of 370,000 active;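 also: potency is read from the fitted curve at half-maximal effect; 0% = no-compound wells and -100% = no-enzyme wells; nearly all actives have a fitted effect of over 25% in size; some results filed as inactive show a strong effect at the top dose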
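AmpC (5.3 nM in the dispensed reagent) in 20 mM phosphate pH 7.0 with 0.01% (detergent screen) or 0.0001% Triton X-100 was preincubated with compounds for 15 min at room temperature. Nitrocefin was then added from an 800 uM solution, and hydrolysis was followed at 480 nm.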
Giardia FBPA inh – inhibitors of Giardia lamblia fructose-1,6-bisphosphate aldolase; A8B2U2; purified Giardia FBPA; Potency, µM (top dose mostly 59.6 µM), for inactives: at the highest dose activity, negative = inhibition, hits mostly inhibitors; 0.71% of 290,000 active; AID 2451; also: potency is read from the fitted curve at half-maximal effect; nearly all actives have a fitted effect of over 55% in size
Target sequence (A8B2U2 whole entry, looked up): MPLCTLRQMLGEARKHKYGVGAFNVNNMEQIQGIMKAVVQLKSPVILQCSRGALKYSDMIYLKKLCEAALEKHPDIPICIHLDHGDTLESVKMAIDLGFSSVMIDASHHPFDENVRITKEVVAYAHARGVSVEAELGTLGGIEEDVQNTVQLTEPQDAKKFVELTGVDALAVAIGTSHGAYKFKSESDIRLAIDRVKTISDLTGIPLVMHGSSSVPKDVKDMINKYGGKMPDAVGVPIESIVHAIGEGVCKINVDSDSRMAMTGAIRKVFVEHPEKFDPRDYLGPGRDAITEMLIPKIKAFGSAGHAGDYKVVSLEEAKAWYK
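40 nM FBPA preincubated 10 min at RT with compound (up to 57.5 uM final), then substrate plus GAPDH/TPI/NAD/arsenate coupling and diaphorase/resazurin added. Fluorescence read after 20 min at RT, 525/598 nm.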
HCMV antiviral – human cytomegalovirus inhibition; HFF cells, HCMV-luciferase reporter, 72 h; hits give low values; activity change, negative = inhibition, % at 57.5 µM; 4.5% of 410,000 active; in the data active = activity change below about -60%; inconclusive = no clear call, values can overlap the other calls; inactive = above about -39%
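Inhibition of viral replication was scored as loss of reporter luminescence in HFFs infected with HCMV-luciferase (MOI 1 PFU/cell) for 72 h; compounds tested at 2 doses, normalized to buffer and Salinomycin controls.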
Sm TGR block – S. mansoni TGR enzyme inhibition; purified TGR, DTNB reduction, TNB absorbance 405 nm; Q962Y6; AID 485364; Potency, µM (doses to about 114 µM), inactives show top-dose activity change, negative = inhibition, hits mostly inhibitors; 3% of 360,000 active; also: potency is read from the fitted curve at half-maximal effect; nearly all actives have a fitted effect of over 60% in size
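First, TGR (20 nM dispensed) and NADPH were mixed with compound. Second, a 15 min room-temperature incubation followed. Third, further NADPH and then DTNB were added to start the reaction. Finally, TNB absorbance was monitored kinetically.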
* marks the source's active call; other numbers are inactive results; ? = inconclusive; nt = no result given; & = joins results of further samples; [ ] = remark or other dose. Unless noted, calls follow the shape of the dose curve; as a rule, active = well fitted curve in the direction sought with a large enough effect; inconclusive = small, poorly fitted or top-dose-only effect, or another doubt; inactive = no such curve, though single readings can be large; an effect the other way counts as inactive or inconclusive. Unless noted, % is scaled to controls: 0 for no effect and ±100 for the full control effect.

#1 CCOC(=O)c1ccc(Nc2c(-c3cccc(O)c3)nc3nc[nH]n23)cc1
#2 CCn1c(SCC(=O)Nc2ccccc2)nc2ccccc2c1=O
#3 COCCn1cc(C(=O)N2CCN(C)CC2)c2c3ccccc3n(C)c2c1=O
#4 CC(C)C[C@@H](CO)N1CCN(Cc2cccc(C#N)c2)CCC1=O
#5 COCCn1c(CNc2ccc(F)cc2)nnc1SCC(=O)Nc1ccc(OC)cc1OC
#6 NC(=O)CC(NC(=O)c1ccccc1)c1ccc(NCCc2ccc(Cl)cc2)c([N+](=O)[O-])c1 (centres undefined)
#7 Cc1ccc(OC(=O)c2cc(-c3ccccc3)nc3ccc(C)cc23)cc1
#8 C=CCOc1nc2c(c(=O)n(Cc3ccc(Cl)cc3)c(=O)n2C)n1C
#9 O=C(CCn1cnc2onc(-c3ccc(F)cc3)c2c1=O)N1CCN(c2cccc(Cl)c2)CC1
#10 Cc1ccc(S(=O)(=O)c2cnc3cc(C)nn3c2N)cc1
entry no.	1	2	3	4	5	6	7	8	9	10
HCV inhibitor	nt	-27%	22%	9%	-11%	?	nt	-2%	nt	23%
AmpC no deterg	nt	-46%	-1%	8%	nt	-21%	nt	-2%	nt	-20%
AmpC inh detg	9%	3%	-3%	-6%	-6%	-7%	0%	-12%	25%	?
Giardia FBPA inh	nt	6%	1%	-5%	-16%	0%	nt	-1%	nt	2%
HCMV antiviral	22	-16	23	18	-14	-25	-9	-4	2	?
Sm TGR block	4%	1%	3%	-4%	0%	7%	-3%	0%	-1%	-4%

#11 COc1ccc(C(=O)NC(=S)Nc2nc(C)c(C(=O)N(C)C)s2)cc1
#12 CCN1C(=O)/C(=C/c2c(C)nn(C)c2C)SC1=S
#13 CCOc1ccc(/C=N/OC(C)C(=O)NCc2ccc3c(c2)OCO3)cc1 (centres undefined)
#14 Cc1cccc(NC(=O)Nc2nnc(N3CCCC3)s2)c1
#15 COCCCNC(=O)C(=O)Nc1cc2c3c(c1)CCN3C(=O)CC2
#16 CCOC(=O)N1CCc2c(sc3c2c(=O)n(Cc2ccccc2)c(=O)n3CC(=O)NCC2CCCO2)C1 (centres undefined)
#17 CCN(CC1CCCO1)C(=O)C1CCN(C2CCN(Cc3ccccc3C)CC2)CC1 (centres undefined)
#18 CCn1c(SCC(=O)Nc2ccccc2OC)nnc1-c1cnccn1
#19 COc1ccc(S(=O)(=O)N2CCC(C(=O)Nc3nnc(CCN4CCCCC4)s3)CC2)cc1
#20 CCCC1N=C2c3ccccc3N=C(SCC(=O)NCCc3ccc(Cl)cc3)N2C1=O (centres undefined)
entry no.	11	12	13	14	15	16	17	18	19	20
HCV inhibitor	0%	12%	?	nt	11%	11%	?	-12%	nt	nt
AmpC no deterg	-13%	55%	-12%	nt	-11%	152%[activator]	115%[activator]	-15%	16%	nt
AmpC inh detg	1%	-1%	-13%	27%	-14%	0%	-1%	-12%	-8%	14%
Giardia FBPA inh	?	5%	-2%	nt	10%	nt	-1%	?	-1%	nt
HCMV antiviral	103	-26	-34	20	43	-25	-21	60	7	-7
Sm TGR block	-30%	-13%	-14%	3%	-13%	-5%	-20%	-27%	1%	0%

#21 CC(C)c1cccc(OCCN2CCCC2)c1
#22 COc1ccc(OC)c(S(=O)(=O)NCCc2sc(C)nc2C)c1
#23 CC(=O)Nc1ccc(NC(=O)CCCc2nc(-c3ccc(C(C)(C)C)cc3)no2)cc1
#24 Cc1cc(C)c(OCCCCN(C)C)c(Br)c1
#25 O=C1CCc2cc(S(=O)(=O)NCCc3ccccc3)cc3c2N1CC3
#26 O=C(NC1CCN(Cc2ccccc2)CC1)c1cccc(S(=O)(=O)Nc2ccc(SC(F)F)cc2)c1
#27 COCC(=O)Nc1ccc(Br)cc1C
#28 O=C(c1ccco1)N1CCN(C(=O)c2ccccc2Oc2ccccc2)CC1
#29 S=c1[nH]ncn1/N=C/c1ccc(N2CCOCC2)cc1
#30 Cc1cccc(N2CCN(S(=O)(=O)c3c(C)[nH]c(=O)[nH]c3=O)CC2)c1C
entry no.	21	22	23	24	25	26	27	28	29	30
HCV inhibitor	4%	nt	nt	?	6%	2.8µM*	4%	15%	5%	28%
AmpC no deterg	-10%	nt	nt	13%	-11%	4%	-10%	-5%	-10%	-8%
AmpC inh detg	-4%	-4%	0%	1%	?	nt	0%	-1%	5%	0%&-9%
Giardia FBPA inh	?	nt	nt	?	nt	nt	1%	11%	?	15%
HCMV antiviral	3	11	-87*	-25	-18	-30	5	-37	60	-2&16
Sm TGR block	9%	-1%	1%	nt	-1%	nt	13%	-9%	0%	6%&-16%

#31 Cc1nnc(NC(=O)CSc2cn(Cc3ccccc3)c3ccccc23)s1
#32 COc1ccc(CCNC(=O)c2ccc3[nH]c(C)c(C)c3c2)cc1OC
#33 CC1CCc2cc(F)ccc2N1C(=O)CSc1nnc2c(n1)[nH]c1ccccc12 (centres undefined)
#34 COC(=O)c1ccc(Cn2cnc3c(cnn3-c3ccc(F)cc3)c2=O)o1
#35 COc1ccc(-c2[nH]c(-c3ccc(F)cc3)nc2SCC(=O)Nc2ccc(OC)c(OC)c2)cc1
#36 CCCCn1nc2cc(C(=O)NC[C@@H]3CCCO3)ccc2c1OCC
#37 O=C(CCN1C(=O)/C(=C\c2ccccc2Cl)SC1=S)Nc1cccnc1
#38 CCOc1ccc(N(CC)C(=O)C2CCN(S(=O)(=O)c3cccc4nonc34)CC2)cc1
#39 COc1ccccc1-c1noc(CSc2nc(C)cc(=O)[nH]2)n1
#40 COn1c(-c2ccc(Cl)cc2)nc2ncccc21
entry no.	31	32	33	34	35	36	37	38	39	40
HCV inhibitor	19%	nt	?	-24%	nt	2%	?	nt	22%	0%
AmpC no deterg	-35%	nt	-22%	-13%	nt	-4%	-27%	nt	-27%	-6%
AmpC inh detg	-4%	1%	-17%	-4%	9%	-3%	-1%	21%	2%	-5%
Giardia FBPA inh	2%	nt	-16%	2%	nt	2%	2%	nt	-11%	13%
HCMV antiviral	36	-15	-76*	1	-34	-29	-15	-9	-62*	3
Sm TGR block	-30%	5%	4%	-12%	6%	4%	-18%	5%	6%	1%

The closing 4 records of the section above lead into the next:
#37 O=C(CCN1C(=O)/C(=C\c2ccccc2Cl)SC1=S)Nc1cccnc1
#38 CCOc1ccc(N(CC)C(=O)C2CCN(S(=O)(=O)c3cccc4nonc34)CC2)cc1
#39 COc1ccccc1-c1noc(CSc2nc(C)cc(=O)[nH]2)n1
#40 COn1c(-c2ccc(Cl)cc2)nc2ncccc21
#41 O=C(CSc1nnc(-c2cccs2)o1)NCc1ccco1
#42 CC(O)[C@H]1CN=C(N)N1CCCCC1CCCCC1 (some centres undefined)
#43 Cc1ccc(S(=O)(=O)Nc2cccc(C(=O)NC3CCN(Cc4ccccc4)CC3)c2)cc1F
#44 COc1ccc(CNc2ncc(-c3ccccc3)n2C)c(OC)c1OC
#45 O=C(COC(=O)c1ccc(S(=O)(=O)N2CCCC2)cc1)NCc1cccs1
#46 COc1ccccc1NC(=O)CSc1nnc(Cc2cccn2C)n1-c1ccc(F)cc1
#47 Cc1ccc(S(=O)(=O)N(CC(=O)Nc2cc(C)ccc2C)C(=O)N2CCN(C)CC2)cc1
#48 O=c1cc2ncc(-n3cc([N+](=O)[O-])cn3)cn2[nH]1
#49 CCN(CC)S(=O)(=O)c1cccc(C(=O)Nc2ccccc2C(=O)Nc2ccc(OC)cc2)c1
#50 COc1ccccc1-c1cc2nc(C)c(CCC(=O)NCc3ccco3)c(C)n2n1
entry no.	37	38	39	40	41	42	43	44	45	46	47	48	49	50
HCV inhibitor	?	nt	22%	0%	17%	11%	?	-6%	6%	21%&-28%	0%	9%	nt	?
AmpC no deterg	-27%	nt	-27%	-6%	-5%	1%	14%	-1%	-19%	1.4µM*	-9%	-23%	nt	127%[activator]
AmpC inh detg	-1%	21%	2%	-5%	?	-7%	5%	-1%	2%	-15%	-22%	-1%	4%	?
Giardia FBPA inh	2%	nt	-11%	13%	1%	6%	nt	?	2%	-1%	nt	-1%	nt	2%
HCMV antiviral	-15	-9	-62*	3	4	-31	?	4	-6	-6	-23	-7	-11	13
Sm TGR block	-18%	5%	6%	1%	4%	6%	-3%	-4%	0%	?	2%	1%	3%	-35%

#51 Cc1ccc(NC(=O)CCCNC(=O)c2ccc(Cl)cc2)nc1
#52 O=c1[nH]c(=O)n(Cc2ccccc2Cl)c(O)c1/C=C1/C=CC=N1
#53 CCCC(=O)N(CCN1CCOCC1)c1nc2c(OC)ccc(OC)c2s1
#54 O=C(OCCN1C(=O)c2ccccc2C1=O)c1cc(S(=O)(=O)N2CCOCC2)ccc1F
#55 CCOC(=O)C1CCN(S(=O)(=O)c2cn(C)c(=O)n(C)c2=O)CC1
#56 CN1CCN(C(CNS(=O)(=O)c2cccs2)c2cccnc2)CC1 (centres undefined)
#57 COc1ccc(NC(=O)CSc2ncn(-c3ccccc3)n2)cc1Cl
#58 Cc1cc(C)cc(-n2c(SCC(=O)Nc3ccc4c(c3)OCCO4)nc3c([nH]c4ccccc43)c2=O)c1
#59 O=C1NC2(CCCCC2)C(=O)N1/N=C/c1ccccc1Br
#60 Cc1nnc(N2C(=O)c3ccc(Br)cc3C2=O)s1
#61 O=C(CNC(=O)Cc1ccccc1)N=Nc1c(O)n(Cc2ccc3c(c2)OCO3)c2ccccc12
#62 O=C(Nc1ccccc1N1CCOCC1)C1CCN(S(=O)(=O)c2cccc(C(F)(F)F)c2)CC1
entry no.	51	52	53	54	55	56	57	58	59	60	61	62
HCV inhibitor	-1%	-6%	1%	7%	25%	15%	?	nt	0%	23%	-28%	-17%
AmpC no deterg	-24%	-28%	175%[activator]	nt	-7%	-16%	-19%	nt	0%	-21%	-22%	76%[activator]
AmpC inh detg	2%	?	?	-4%	?	5%	?	3%	-2%	-7%	-2%	-10%
Giardia FBPA inh	nt	2%	?	11%	3%	5%	-4%	nt	3%	-9%	-3%	2%
HCMV antiviral	44	-89*	0	-22	8	17	38	7	-27	30	2	?
Sm TGR block	-1%	-20%	-27%	-28%	3%	-1%	-7%	-29%	1%	-11%	0%	-1%
